D1 antag: antagonists of human D1 dopamine receptor. activity change, negative = inhibition, % at 10 µM. P21728. HEK293 TREx D1 cells, calcium flux, dopamine EC80; stronger effect = lower value. hit rate 3.2% among 360,000; in the data active means activity change below about -30%; further: on the % scale 0 is the no-effect control and ±100 the full control effect
Target sequence (P21728 whole entry, looked up): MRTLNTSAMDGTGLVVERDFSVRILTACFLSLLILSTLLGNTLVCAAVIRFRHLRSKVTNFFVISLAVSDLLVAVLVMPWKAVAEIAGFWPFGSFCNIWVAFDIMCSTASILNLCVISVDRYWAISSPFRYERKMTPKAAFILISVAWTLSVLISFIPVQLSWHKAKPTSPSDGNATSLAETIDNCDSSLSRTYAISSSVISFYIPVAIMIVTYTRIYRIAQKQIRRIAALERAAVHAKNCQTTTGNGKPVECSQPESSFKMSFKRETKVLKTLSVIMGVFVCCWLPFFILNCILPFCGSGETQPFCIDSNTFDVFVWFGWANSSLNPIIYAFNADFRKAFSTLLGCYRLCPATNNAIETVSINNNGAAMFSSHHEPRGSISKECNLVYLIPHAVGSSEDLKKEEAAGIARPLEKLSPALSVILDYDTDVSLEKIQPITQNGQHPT
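Using tetracycline-induced force-coupled D1 Hek293 cells and a calcium dye, signals were followed for 180 s after compound, then for 180 s after EC80 dopamine, to detect inhibitors.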
D2 PAM: positively modulates the human D2 dopamine receptor allosterically; P14416; HEK293 T-REx D2, calcium flux, EC20 dopamine potentiation; potentiation, % at 10 µM; hit rate 0.34% among 340,000; AID 485347;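 active means potentiation over 3 SD above the plate norm, cut at about 30% in these data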; further: 0% is about no effect
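Tetracycline-induced Hek293 Trex D2 cells, force-coupled to calcium, loaded with no-wash calcium dye. Compound added with 180 s kinetic read for agonism, then EC20 dopamine and a further 180 s read for potentiation.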
D1 agonist: human D1 receptor agonism. hit rate 1% among 360,000. AID 504660. P21728. activation, % at 2 µM. HEK293 T-REx D1 cells, calcium flux, agonist mode; in the data active means activation above about 30%; further: 0% is about no effect
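Tetracycline-induced HEK293 TREx D1 cells, force-coupled to calcium signalling, were dye-loaded with a no-wash calcium kit. Compound was pin-added after a 10 s baseline. Fluorescence was read kinetically at 1 cycle/s for 180 s, with calcium rises flagged as agonism.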
RXFP1 agonist: activates the human relaxin receptor RXFP1. Q9HBX9. HEK293T-RXFP1 cAMP TR-FRET, 30 min; response scale: percent of porcine relaxin response, buffer zero. Potency, µM (top dose mostly 57.5 µM), inactives show top-dose activation, hits mostly activators. hit rate 0.3% among 370,000; further: potency means the concentration at half of the fitted maximal effect; on the % scale 0 is the no-effect control and ±100 the full control effect; nearly all actives have a fitted effect of over 60% in size; many of its hits are not listed in these tables
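cAMP rise read by TR-FRET after 30 min, 37C compound exposure (up to 58 uM) in RXFP1-transfected HEK293 cells with Ro 20174 present. EC50 from Hill-equation fits, with 29 nM porcine relaxin as 100% and buffer as basal.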
RXFP1 antag: antagonists of human relaxin receptor RXFP1; AID 1259400; HEK293-RXFP1, relaxin-stimulated cAMP HTRF, 30 min; stronger effect = lower value; activity change, negative = inhibition, % at 57.5 µM; hit rate 0.59% among 350,000;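 active means activity change of -60% or lower, but not beyond a set lower limit; inconclusive means change between -60% and -40%, or beyond the set limit; inactive means change above -40%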; further: on the % scale 0 is the no-effect control and ±100 the full control effect
GRP78 ERSR act: induces the endoplasmic reticulum stress response in human glioma cells; hit rate 0.02% among 420,000; U87-MG GRP78 promoter luciferase reporter, 16 h; AID 602332; Potency, µM, for inactives: top-dose activation, actives largely listed as activators; further: potency means the concentration at half of the fitted maximal effect; series mostly up to about 76 µM; % of control where 0% means no effect; nearly all actives have a fitted effect of over 35% in size
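ERSR induction read as luciferase luminescence (Bright-Glo, 10 min at room temperature) in stably transfected human U87-MG glioma cells exposed to compounds for 16 h, using GRP78 as sensor.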
Vif-A3G inh: Vif-A3G binding inhibition. hit rate 0.076% among 410,000. Q9HC16. Potency, µM (series often up to 46.1 µM), inactives show at the highest dose activity, negative = active, usual class: inhibitors. HeLa A3G-eYFP + Vif (tagged APOBEC3G with the HIV-1 protein that degrades it), YFP fluorescence, overnight. AID 602310;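 further: potency means the concentration at half of the fitted maximal effect; on the % scale 0 is the no-effect control and ±100 the full control effect; nearly all actives have a fitted effect of over 60% in size; hits raise eYFP signal because A3G escapes Vif-driven loss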
Target sequence (Q9HC16 whole entry, looked up): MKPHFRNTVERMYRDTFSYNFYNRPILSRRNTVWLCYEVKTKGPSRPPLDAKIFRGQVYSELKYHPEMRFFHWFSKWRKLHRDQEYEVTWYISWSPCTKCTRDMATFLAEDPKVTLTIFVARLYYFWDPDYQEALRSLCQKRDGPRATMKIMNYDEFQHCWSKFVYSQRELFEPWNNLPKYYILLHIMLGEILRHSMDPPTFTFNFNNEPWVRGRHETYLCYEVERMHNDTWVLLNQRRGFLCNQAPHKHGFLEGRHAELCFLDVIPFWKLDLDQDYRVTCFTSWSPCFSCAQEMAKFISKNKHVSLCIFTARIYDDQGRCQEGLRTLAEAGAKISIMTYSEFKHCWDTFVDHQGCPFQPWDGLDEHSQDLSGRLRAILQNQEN
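HeLa cells stably expressing Vif and C-terminally eYFP-tagged A3G, seeded overnight at 37 deg C, then exposed to compound by pintool overnight at 37 deg C. Rise in yellow fluorescence (Ex 488/Em 500-530, Acumen) marks blocked Vif-driven A3G degradation.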
Vif-APOBEC3F blk: Vif-A3F binding inhibition. Potency, µM (top dose mostly 46.1 µM), without a hit: top-dose activity, negative = active. HeLa A3F-eYFP + Vif (tagged APOBEC3F with the HIV-1 protein that degrades it), YFP fluorescence increase. hit rate 0.2% among 390,000. AID 602313; further: potency means the concentration at half of the fitted maximal effect; % of control where 0% means no effect; nearly all actives have a fitted effect of over 65% in size
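Fluorescence increase (Ex 488/Em 500-530) after overnight compound treatment at 37 deg C flags inhibition of Vif-driven A3F-eYFP loss in stable HeLa A3F-eYFP/Vif cells seeded overnight beforehand.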
D1 potentiator: human D1 dopamine receptor positive modulation. potentiation, % at 10 µM. AID 504651. hit rate 0.036% among 360,000. HEK293 TREx D1 cells, calcium flux, dopamine EC20 potentiation; in the data active means potentiation above about 30%; further: 0% is about no effect
* marks the source's active call; other numbers are inactive results; ? = inconclusive; / = not tested or not shown; & = joins results of further samples. Unless noted, the call rests on the fitted dose curve; in most records, active means well fitted curve in the direction sought with a large enough effect; inconclusive means small, poorly fitted or top-dose-only effect, or another doubt; inactive means no such curve, though single readings can be large; an effect the other way counts as inactive or inconclusive. Only part of the results is shown; rates above refer to the full screens.

Sample of the layout, 2 compounds:
Compound	D1 antag	D2 PAM	D1 agonist	RXFP1 agonist	RXFP1 antag	GRP78 ERSR act	Vif-A3G inh	Vif-APOBEC3F blk	D1 potentiator
CC(=O)c1ccc(NC(=O)c2cc3c(=O)oc4ccc(C)cc4c3s2)cc1	6	4	1	-1.3%	/	-3%	1%	-6%	-1
O=C(Nc1cc(C(F)(F)F)ccc1N1CCOCC1)c1n[nH]c(=O)c2ccccc12	-5	7	0	-1.0%	5	-8%	1%	-3%	-5

This part in full, from the first entry:
Compound	D1 antag	D2 PAM	D1 agonist	RXFP1 agonist	RXFP1 antag	GRP78 ERSR act	Vif-A3G inh	Vif-APOBEC3F blk	D1 potentiator
CC(=O)c1ccc(NC(=O)c2cc3c(=O)oc4ccc(C)cc4c3s2)cc1	6	4	1	-1.3%	/	-3%	1%	-6%	-1
O=C(Nc1cc(C(F)(F)F)ccc1N1CCOCC1)c1n[nH]c(=O)c2ccccc12	-5	7	0	-1.0%	5	-8%	1%	-3%	-5
O=C(NN=C1CCCC1)c1ccc(Br)cc1	3	-3	0	0.0%	-4	1%	-1%	7%	6
Cc1ccc2cccc(O)c2[n+]1[O-]	0	-8	0	3.2%	-11	-3%	0%	-10%	0
Cc1nc2ccc(Cl)cn2c1[N+](=O)[O-]	/	/	/	/	2	-4%	0%	-1%	/
COc1ccc(C2=NOC(COc3ccc([N+](=O)[O-])cc3)C2)cc1 (centres undefined)	-32*	-11	9	-6.1%	10	-1%	2%	-6%	-10
CC(C)C[C@H]1CN=C(Nc2ccccc2)N1CCCCc1ccccc1	0	11	13	2.6%	/	-4%	7%	-5%	-5
COc1ccc(C(CNC(=O)c2ccc(OCc3csc(C)n3)cc2)N2CCCC2)cc1 (centres undefined)	/	/	/	/	-11	0%	0%	-20%	/
Fc1ccc(CNc2ccccn2)cc1	7	30	2	2.8%	-4	4%	-2%	-22%	-5
CN1CCN(C(=S)c2ccc(-c3cccc([N+](=O)[O-])c3)o2)CC1	0	0	1	1.0%	13	-2%	1%	-1%	-10
CCOC(=O)C1CCN(CCC(=O)Nc2ccc(C)cc2)CC1	2	-6	0	1.4%	-8	-1%	-6%	-14%	1
Cc1cc(-c2ccccc2)n2nc(-c3ccccc3)cc2n1	5	2	7	3.1%	-16	-3%	-7%	5%	1
Cc1ccc(C)c(N2CCN(CCCNC(=O)C3COc4ccccc4C3)CC2)c1 (centres undefined)	-26	-24	63*	-2.4%	-20	-3%	1%	4%	0
COc1cc(OC)cc(-c2c(C#Cc3ccsc3)c3cc(-c4ccc(OC)nc4)ccc3n2C)c1	/	-14	0	1.0%	/	-6%	-2%	1%	4
CC1(c2ccccc2)NC(=O)N(CC(=O)Nc2cc3c(cc2Br)OCCO3)C1=O (centres undefined)	-7	-2	6	0.4%	-12	-1%	-1%	-1%	-5
Cn1c(=O)c([N+](=O)[O-])c(NCc2ccccc2)c2ccccc21	-2	-9	3	0.7%	-4	-4%	-6%	4%	-8
CC(C)(C)c1ccc(OCC(=O)NCC(c2cccs2)N2CCOCC2)cc1 (centres undefined)	-19	7	4	0.0%	-6	-7%	-1%	7%	-5
O=c1[nH]c(=O)c2nc(-c3ccc(Cl)cc3)cnc2[nH]1	-27	-5	1	27%	-3	8%	-12%	9%	-5
CCN1CCCC1CNC(=O)c1cn(CC)c2ccc(S(=O)(=O)N3CCCCCC3)cc2c1=O (centres undefined)	2	9	1	12%	/	/	/	/	3
COc1ccccc1C(=O)NCCN=C1NS(=O)(=O)c2ccccc21	-4	5	4	4.2%	-13	1%	4%	0%	5

Next part
Compound	D1 antag	D2 PAM	D1 agonist	RXFP1 agonist	RXFP1 antag	GRP78 ERSR act	Vif-A3G inh	Vif-APOBEC3F blk	D1 potentiator
O=C(COc1ccc2ccccc2c1)NCCc1ccc2c(c1)OCCO2	-14	-6	12	-1.4%	-4	-5%	2%	-1%	-4
CCCCNC(=O)c1onc(CSc2ccc(F)cc2)c1C(=O)O	-3	-2	0	0.3%	/	1%	-15%	6%	0
COc1cccc(NC(=O)COC(=O)C2CCN(S(=O)(=O)c3cccs3)CC2)c1	3	-8	9	0.6%	17	-2%	0%	11%	2
COc1ccc2c(c1)OC13CCN(C)CC1C2C(C(=O)c1ccc(F)cc1)C(=O)N3 (centres undefined)	-2	-2	6	-0.6%	/	-3%	6%	-1%	-2
CCOC(=O)C1=C(CSc2nccn2C)NC(=O)NC1c1ccc2c(c1)OCO2 (centres undefined)	1	-4	-2	-0.4%	10	-7%	0%	-4%	1
COc1cc(C(=O)O/N=C2\C=CC(=O)C=C2C)cc(OC)c1OC	-11	6	2	0.4%	-7	-2%	0%	-3%	-5
O=C(CSc1ccc2nnc(-c3cccnc3)n2n1)Nc1ccc(F)cc1	-19	-7	1	?	12	-2%	-2%	1%	-4
CC(=O)Nc1ccc(CN2CCN(CCc3ccccc3)C(CCO)C2)cc1 (centres undefined)	9	9	1	0.7%	-8	-4%	3%	-10%	12
Cc1ccc(C2(C)NC(=O)N(CC(=O)Nc3nc(-c4ccccn4)cs3)C2=O)cc1 (centres undefined)	12	5	23	0.0%	-7	-1%	-2%	0%	0
CCOCCCN1CN(S(=O)(=O)c2ccc(Cl)cc2)c2nc3ccccc3nc21	14	-3	-2	1.0%	-7	8%	-4%	-4%	4
CCCCn1c(N)c(N(CCOC)C(=O)c2cc3c(s2)CCC3)c(=O)[nH]c1=O	-1	7	3	1.1%	-1	-5%	1%	7%	3
COc1ccc(CN2CC(=O)N(c3ccccc3C)C2=S)cc1OC	-20	-1	3	-0.2%	-8	-3%	-2%	0%	-8
O=C(C1CCN(S(=O)(=O)N2CCOCC2)CC1)N1CCc2ccccc21	-24	0	2	2.7%	-10	-1%	0%	3%	-3
CCn1c2ccccc2c2nnc(SCC(=O)Nc3ncccn3)nc21	5	-1	1	16%	-4	-2%	2%	15%	2
Cc1ccc(C(=O)CC2(O)C(=O)N(CCc3ccccc3)c3ccc(Br)cc32)o1 (centres undefined)	-28	4	1	0.5%	-12	-6%	-12%	-5%	-2
Cc1cc(=O)oc(C)c1C(=O)NCCN(C)Cc1ccccc1	7	/	1	1.3%	3	-2%	3%	-7%	2
COc1ccc(NC(=O)CSc2ccc(-c3cccnc3)nn2)cc1	-5	6	0	1.0%	1	-1%	-22%	-12%	-6
CN(C)CCN(Cc1cc2cc3c(cc2[nH]c1=O)OCO3)C(=S)NCC1CCCO1 (centres undefined)	-10	2	2	1.0%	-1	-4%	1%	-29%	-3
CCN1C(=O)[C@H]2[C@@H](c3ccc(-c4ccc(C(C)=O)cc4)c(OC)c3)N[C@@](Cc3ccccc3)(C(=O)OC)[C@H]2C1=O	-18	7	8	2.8%	/	-2%	0%	1%	-7
Cc1nc(C)c(Oc2cccc(C(F)(F)F)c2)c(=O)[nH]1	7	-4	4	-0.4%	-7	-5%	0%	1%	7

Additional structures.
Compound	D1 antag	D2 PAM	D1 agonist	RXFP1 agonist	RXFP1 antag	GRP78 ERSR act	Vif-A3G inh	Vif-APOBEC3F blk	D1 potentiator
CCCCCNC(=O)C(=O)C1C(=O)Nc2ccccc21 (centres undefined)	9	-7	2	-28%	9	-1%	1%	4%	3
CCN(CC)C(=O)C1CCN(S(=O)(=O)c2ccc(C3CNC(=O)C3)cc2)CC1 (centres undefined)	-23	0	-3	-0.7%	-6	-2%	4%	-7%	1
Cc1ccc(NC(=O)Cn2c(/C=C/c3ccccc3)nc3ccccc32)cc1C	-2	-2	2	1.0%	1	-7%	0%	-6%	2
O=C(NCC1CCCO1)c1ccc(CNS(=O)(=O)c2ccc(F)c(Cl)c2)cc1 (centres undefined)	17	2	1	2.1%	-15	-3%	0%	12%	4
COc1ccc2c(c1)CCC(C)N2S(=O)(=O)c1ccc(C2CNC(=O)C2)cc1 (centres undefined)	-2	9	2	0.8%	7	-2%	-5%	-1%	-2
O=C(Oc1ccccc1)c1ccc(COC(=O)c2cnccn2)cc1	-14	-4	7	0.1%	11	3%	0%	-4%	-8
Cc1ccc(-c2cc3nc(-c4ccccc4)cc(NCCCO)n3n2)cc1	/	/	/	/	3	-2%	1%	2%	/
O=C(Nc1ccccc1)c1ccccc1O	-13	6	8	1.3%	3	6%	5%	-18%	-2
O=C(CSc1ccccc1F)NC(=O)c1ccccc1Br	/	/	/	/	-10	0%	-4%	5%	/
O=C(O)CCc1ccc(-c2cccs2)n1NC(=O)c1ccco1	0	1	1	0.3%	-8	-3%	1%	-16%	-3
O=C(COc1ccc(Cl)cc1)Nc1ccc(Cl)cn1	-17	-17	3	0.3%	-5	4%	1%	2%	3
COc1cc(OC)cc(C(=O)NC(C(=O)NCCc2ccccn2)C(C)C)c1 (centres undefined)	/	/	/	/	-1	0%	2%	-6%	/
Cc1ccc[n+](CC(=O)Nc2nc3ccccc3s2)c1	-9	-1	2	-0.2%	-2	2%	0%	-10%	-1
CC(=O)NCCn1c(SCC(=O)c2ccc(Cl)cc2)nc2ccccc2c1=O	7	0	1	1.0%	-11	-2%	1%	12%	-6
CCOc1ccc2nc(N(Cc3cccnc3)C(=O)C3CCCCC3)sc2c1	/	3	-1	0.7%	-8	-2%	5%	0%	0
O=C1CSC(c2ccncc2)N1Cc1ccccc1 (centres undefined)	7	-3	7	0.3%	9	0%	-5%	17%	-4
NC(=O)Nc1ccc(Cl)cc1	1	2	1	2.3%	4	-7%	8%	-21%	0
Cc1ccccc1NC(=O)NC1(C(=O)NCC2CCCO2)CCCCC1 (centres undefined)	-19	-20	4	0.8%	-2	-4%	2%	-2%	-7
O=C(O)c1ccccc1N/N=C\c1ccnc2ccccc12	-2	9	0	3.0%	-20	-14%	?	2%	-7
Cc1ccc(N(C)C(=O)CC(C)S(=O)(=O)c2ccc3c(c2)NC(=O)CO3)cc1 (centres undefined)	14&-9	5	3&-2	2.6%&-0.9%	35&2	3%&-4%	6%&2%	-7%&-1%	0&1
Cc1ccc(CSCCNC(=O)CSCc2ccc([N+](=O)[O-])cc2)cc1	-9	-9	6	1.8%	-3	4%	1%	-7%	-6
COc1cc(CN2CCC(C)CC2)ccc1OCc1ccccc1	6	-10	11	0.2%	-1	0%	1%	-4%	3

Bioassay records (PubChem)
